TRHR ag – activates the human TRH receptor; P34981; TRHR cells, calcium flux fluo-8, FDSS agonist mode; activation, % at 2 µM; actives 0.18% (n = 360,000); AID 493084; in the data active = activation above about 30%; also: 0% is about no effect
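Steps: seed TRHR cells overnight; add fluo-8 no-wash Ca dye, RT 30 min–1.5 h; record 10 s baseline; pin-transfer compounds; monitor fluorescence 1 cycle/s for the agonist window. Calcium increases flag candidate agonists.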
D1 antag – blocks dopamine activation of the human D1 receptor | P21728 | actives 3.2% (n = 360,000) | HEK293 TREx D1 cells, calcium flux, dopamine EC80; stronger effect = lower value | AID 504652 | activity change, negative = inhibition, % at 10 µM; in the data active = activity change below about -30%; also: % is scaled to controls: 0 for no effect and ±100 for the full control effect
Target sequence (P21728 whole entry, looked up): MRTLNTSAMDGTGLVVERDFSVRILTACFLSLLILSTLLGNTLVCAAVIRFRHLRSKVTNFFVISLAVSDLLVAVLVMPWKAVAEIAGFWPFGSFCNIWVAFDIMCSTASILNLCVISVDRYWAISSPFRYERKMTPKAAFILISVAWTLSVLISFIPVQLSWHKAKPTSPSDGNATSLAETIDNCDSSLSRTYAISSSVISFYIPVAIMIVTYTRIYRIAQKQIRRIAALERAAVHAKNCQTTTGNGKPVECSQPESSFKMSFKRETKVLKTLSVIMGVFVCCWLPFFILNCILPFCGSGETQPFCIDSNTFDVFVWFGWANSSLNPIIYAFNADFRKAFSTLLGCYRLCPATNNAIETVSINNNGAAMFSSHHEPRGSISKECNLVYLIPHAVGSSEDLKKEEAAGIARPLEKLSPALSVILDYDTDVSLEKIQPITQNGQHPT
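Tetracycline-induced HEK293 T-REx cells with force-coupled D1 receptor were loaded with a no-wash calcium dye. Compound was added after a 10 s baseline and read kinetically for 180 s; EC80 dopamine was then added and calcium flux followed another 180 s.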
TRHR enhancer – TRH receptor (human) allosteric enhancement | enhancement, % at 2 µM | TRHR cells, fluo-8 calcium fluorescence, EC20 TRH enhancement | actives 0.66% (n = 360,000) | AID 493056; in the data active = enhancement above about 30%; also: 0% is about no effect
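Enhancer read-out: after compound pinning and an initial kinetic agonist-mode read, an EC20 of TRH (10 nM final) was injected and fluo-8 calcium signal (Ex 480/Em 530) followed at 1 s/cycle for 100 cycles in TRHR-expressing cells.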
Apoferritin bind – binds horse apoferritin like a general anesthetic. P02791. AID 485281. Potency, µM (titrated, usually from 77.5 µM), inactives show at the top dose activity change, negative = displacement, hits mostly inhibitors. apoferritin/1-aminoanthracene competitive binding, fluorescence. actives 0.074% (n = 350,000); also: potency is read from the fitted curve at half-maximal effect; % is scaled to controls: 0 for no effect and ±100 for the full control effect; nearly all actives have a fitted effect of over 20% in size
Target sequence (P02791 2-175 limits assumed): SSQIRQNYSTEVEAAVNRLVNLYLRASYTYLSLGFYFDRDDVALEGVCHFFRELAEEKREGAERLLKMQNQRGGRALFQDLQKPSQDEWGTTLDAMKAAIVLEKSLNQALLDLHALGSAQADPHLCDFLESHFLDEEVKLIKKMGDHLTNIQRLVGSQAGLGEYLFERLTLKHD
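Steps: apoferritin (10 uM) was premixed with half-saturated 1-AMA in PBS, compounds were pin-transferred, plates stood 10 min at room temperature, fluorescence was read at 380/535 nm, and curves were fitted with a Hill equation.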
D2 potentiator – positive allosteric modulators of human D2 dopamine receptor; HEK293 T-REx D2, calcium flux, EC20 dopamine potentiation; potentiation, % at 10 µM; AID 485347; actives 0.34% (n = 340,000); P14416;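 active = potentiation over 3 SD above the plate norm, cut at about 30% in these data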; also: 0% is about no effect
Target sequence (P14416 whole entry, looked up): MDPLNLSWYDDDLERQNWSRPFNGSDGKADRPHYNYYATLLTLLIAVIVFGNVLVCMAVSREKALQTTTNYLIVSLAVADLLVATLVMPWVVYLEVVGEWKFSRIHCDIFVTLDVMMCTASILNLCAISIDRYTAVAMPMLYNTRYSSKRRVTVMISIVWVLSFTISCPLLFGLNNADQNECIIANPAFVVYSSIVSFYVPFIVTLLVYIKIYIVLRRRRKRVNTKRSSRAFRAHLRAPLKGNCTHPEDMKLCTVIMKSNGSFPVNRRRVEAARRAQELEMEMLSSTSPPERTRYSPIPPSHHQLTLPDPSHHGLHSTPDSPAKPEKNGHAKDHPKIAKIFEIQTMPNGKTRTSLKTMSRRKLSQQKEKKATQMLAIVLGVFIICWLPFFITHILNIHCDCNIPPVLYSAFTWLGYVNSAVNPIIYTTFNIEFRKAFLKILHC
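Potentiation of an EC20 dopamine calcium response is measured in a force-coupled, tetracycline-inducible Hek293 Trex D2 line. Compound-only kinetic reads over 180 s flag agonists before dopamine addition.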
D1 ag – human D1 receptor agonism; P21728; HEK293 T-REx D1 cells, calcium flux, agonist mode; activation, % at 2 µM; actives 1% (n = 360,000); AID 504660; in the data active = activation above about 30%; also: 0% is about no effect
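Tetracycline-induced HEK293 TREx D1 cells, force-coupled to calcium signalling, were dye-loaded with a no-wash calcium kit. Compound was pin-added after a 10 s baseline. Fluorescence was read kinetically at 1 cycle/s for 180 s, with calcium rises flagged as agonism.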
RXFP1 agonist – activates the human relaxin receptor RXFP1. HEK293T-RXFP1 cAMP TR-FRET, 30 min; response scale: percent of porcine relaxin response, buffer zero. actives 0.3% (n = 370,000). Potency, µM (highest dose often 57.5 µM), inactives show at the top dose activation, most hits filed as activators. AID 2676; also: potency is read from the fitted curve at half-maximal effect; % is scaled to controls: 0 for no effect and ±100 for the full control effect; nearly all actives have a fitted effect of over 60% in size; many of its hits are not listed in these tables
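cAMP rise read by TR-FRET after 30 min, 37C compound exposure (up to 58 uM) in RXFP1-transfected HEK293 cells with Ro 20174 present. EC50 from Hill-equation fits, with 29 nM porcine relaxin as 100% and buffer as basal.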
D1 potentiator – enhances dopamine response at the human D1 receptor | P21728 | potentiation, % at 10 µM | HEK293 TREx D1 cells, calcium flux, dopamine EC20 potentiation | actives 0.036% (n = 360,000); in the data active = potentiation above about 30%; also: 0% is about no effect
RXFP1 antag – blocks the human relaxin receptor RXFP1. Q9HBX9. AID 1259400. HEK293-RXFP1, relaxin-stimulated cAMP HTRF, 30 min; stronger effect = lower value. actives 0.59% (n = 350,000). activity change, negative = inhibition, % at 57.5 µM;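 active = activity change of -60% or lower, but not beyond a set lower limit; inconclusive = change between -60% and -40%, or beyond the set limit; inactive = change above -40%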; also: % is scaled to controls: 0 for no effect and ±100 for the full control effect
An asterisk follows results filed as active; ? = inconclusive; . = no result given; [ ] = dose if it differs, or a comment. Unless noted, calls follow the shape of the dose curve; as a rule, active = well fitted curve in the direction sought with a large enough effect; inconclusive = small, poorly fitted or top-dose-only effect, or another doubt; inactive = no such curve, though single readings can be large; an effect the other way counts as inactive or inconclusive. Only part of the results is shown; the hit share may differ from the screen's.

Preview (seven entries):
Key to letters: A = TRHR ag; B = D1 antag; C = TRHR enhancer; D = Apoferritin bind; E = D2 potentiator; F = D1 ag; G = RXFP1 agonist; H = D1 potentiator; I = RXFP1 antag
COc1ccc(CCNC(=O)C(=O)Nc2ccc(C)cc2)cc1OC
  A: -0.5; B: -4; C: -6; D: 3%; E: 19; F: 2; G: 1.3%; H: -5; I: .
O=C(CSc1n[nH]c(-c2cccs2)n1)NCCc1ccccc1
  A: -1.7; B: -10; C: -4; D: .; E: 10; F: 3; G: 1.6%; H: -5; I: -12
COc1ccccc1NC(=O)N1CCc2[nH]c3ccc(F)cc3c2C1
  A: -0.5; B: -7; C: 18; D: -22%; E: 2; F: 8; G: 2.0%; H: -4; I: 5
O=c1[nH][nH]c2cc(=O)n(-c3cccc(C(F)(F)F)c3)nc12
  A: 0.2; B: 1; C: -2; D: ?; E: 8; F: 6; G: 2.1%; H: -1; I: -7
CCC(=O)Nc1sc2c(c1C(N)=O)CCN(Cc1ccccc1)C2
  A: 39*; B: -11; C: -3; D: 253%[activator]; E: -4; F: 166*; G: 2.1%; H: 1; I: 1
Cc1occc1C(=O)N1CCCC(CCC(=O)NCc2ccc(F)c(F)c2)C1 (stereo not drawn)
  A: -1.3; B: 4; C: -3; D: -11%; E: -6; F: 4; G: -1.1%; H: -7; I: -26
O=C(NNC(=O)c1ccccc1-n1cccc1)c1cccc(Cl)c1
  A: 0.4; B: 12; C: 2; D: -7%; E: 0; F: -1; G: 0.1%; H: -1; I: -6

The list itself, from the first entry:
Key to letters: A = TRHR ag; B = D1 antag; C = TRHR enhancer; D = Apoferritin bind; E = D2 potentiator; F = D1 ag; G = RXFP1 agonist; H = D1 potentiator; I = RXFP1 antag
COc1ccc(CCNC(=O)C(=O)Nc2ccc(C)cc2)cc1OC
  A: -0.5; B: -4; C: -6; D: 3%; E: 19; F: 2; G: 1.3%; H: -5; I: .
O=C(CSc1n[nH]c(-c2cccs2)n1)NCCc1ccccc1
  A: -1.7; B: -10; C: -4; D: .; E: 10; F: 3; G: 1.6%; H: -5; I: -12
COc1ccccc1NC(=O)N1CCc2[nH]c3ccc(F)cc3c2C1
  A: -0.5; B: -7; C: 18; D: -22%; E: 2; F: 8; G: 2.0%; H: -4; I: 5
O=c1[nH][nH]c2cc(=O)n(-c3cccc(C(F)(F)F)c3)nc12
  A: 0.2; B: 1; C: -2; D: ?; E: 8; F: 6; G: 2.1%; H: -1; I: -7
CCC(=O)Nc1sc2c(c1C(N)=O)CCN(Cc1ccccc1)C2
  A: 39*; B: -11; C: -3; D: 253%[activator]; E: -4; F: 166*; G: 2.1%; H: 1; I: 1
Cc1occc1C(=O)N1CCCC(CCC(=O)NCc2ccc(F)c(F)c2)C1 (stereo not drawn)
  A: -1.3; B: 4; C: -3; D: -11%; E: -6; F: 4; G: -1.1%; H: -7; I: -26
O=C(NNC(=O)c1ccccc1-n1cccc1)c1cccc(Cl)c1
  A: 0.4; B: 12; C: 2; D: -7%; E: 0; F: -1; G: 0.1%; H: -1; I: -6
COc1ccc(NC(=O)CSc2nc3cc(OC)c(OC)cc3c3nc(-c4ccccc4)nn23)cc1Cl
  A: 1.4; B: -7; C: 1; D: 7%; E: -12; F: 3; G: 2.6%; H: 2; I: .
C=Cn1cc[n+](CC(=O)c2ccc(Br)s2)c1
  A: 1.2; B: 0; C: -6; D: -9%; E: -4; F: 1; G: 1.3%; H: -5; I: 5
Cc1sc2nc(CSC(C)C(=O)NC3(C#N)CCCCC3)[nH]c(=O)c2c1C (stereo not drawn)
  A: 0.7; B: -13; C: 5; D: .; E: -6; F: 3; G: 1.2%; H: -4; I: -8
CCN1C(=O)/C(=C/c2cccs2)S/C1=N\S(=O)(=O)c1ccc(C)cc1
  A: 0.5; B: 12; C: -1; D: -2%; E: -3; F: 1; G: 0.7%; H: -4; I: 7
CCOC(=O)c1sc2nc(C)nc(SCC(N)=O)c2c1C
  A: 0.4; B: -10; C: 0; D: -1%; E: 10; F: 1; G: 26%; H: 4; I: -4
Cc1ccnc(NC(=O)c2c(C)oc3ncn(CC(C)C)c(=O)c23)c1
  A: 0.5; B: 0; C: -9; D: -12%; E: 3; F: 0; G: -0.6%; H: -4; I: -12
COC(=O)c1cn(NC(=O)c2cccc(N(C)C)c2)c(=O)c2ccccc12
  A: -0.4; B: -8; C: -3; D: -16%; E: -8; F: 0; G: 0.5%; H: 6; I: 1
c1ccc(C(c2nnnn2Cc2ccco2)N2CCN(c3nc4ccccc4s3)CC2)cc1 (stereo not drawn)
  A: -0.7; B: 12; C: 0; D: 0%; E: 30*; F: 12; G: 0.5%; H: -2; I: -3
COc1ccc(-c2cc(C(=O)c3c(N)n(C)c(=O)n(C)c3=O)c3ccccc3n2)cc1
  A: 0.2; B: 1; C: -4; D: -5%; E: -4; F: 2; G: 4.9%; H: 0; I: -11
CCCN(CC1CC1)C(=O)COC(=O)c1[nH]c(C)c(C(=O)OCC)c1C
  A: -0.2; B: 15; C: 1; D: -5%; E: -1; F: 30*; G: 3.2%; H: -7; I: 15
CCCCC(NC(C)=O)c1nc2ccccc2n1CCC (stereo not drawn)
  A: -0.7; B: 25; C: 5; D: -14%; E: 24; F: -3; G: 0.0%; H: 1; I: 16
COC(=O)Cc1cc(=O)[nH]c(/N=C(\N)Nc2ccc(C(C)C)cc2)n1
  A: 0.3; B: -14; C: 5; D: -5%; E: 1; F: 2; G: -1.4%; H: -5; I: -20
O=C(C1Cc2ccccc2CN1S(=O)(=O)c1cccs1)N1CCCCCC1 (stereo not drawn)
  A: -0.9; B: 2; C: -8; D: -16%; E: 1; F: -1; G: 0.4%; H: 4; I: -1
COc1ccc(N2CCN(C(=O)c3ccc4c(=O)n5c(nc4c3)CCCCC5)CC2)cc1
  A: 1.8; B: 11; C: 11; D: ?; E: 1; F: 0; G: 4.5%; H: -1; I: -2
Cc1c(Cl)cccc1-n1ncc(C(=O)Nc2ccc(F)cc2F)c1C1CCN(C(=O)OC(C)(C)C)CC1
  A: 0.6; B: 2; C: 11; D: ?; E: 4; F: 1; G: 0.3%; H: -5; I: -34
CCNc1nc(CC)nc2c1oc1ccccc12
  A: 1.6; B: 32; C: -1; D: -1%; E: 5; F: 3; G: 2.4%; H: 5; I: -2
CC(=O)C1=C(O)C(=O)N(c2ccc(O)cc2)C1c1ccccc1 (stereo not drawn)
  A: 0.2; B: -2; C: -2; D: 2%; E: 2; F: 5; G: -0.3%; H: -2; I: 1
CCNC(=O)NC(=O)C(C)N1C(=O)NC(c2ccccc2)(c2ccccc2)C1=O (stereo not drawn)
  A: -0.1; B: 18; C: 1; D: -2%; E: .; F: 2; G: -1.8%; H: 0; I: -3

Key to letters: A = TRHR ag; B = D1 antag; C = TRHR enhancer; D = Apoferritin bind; E = D2 potentiator; F = D1 ag; G = RXFP1 agonist; H = D1 potentiator; I = RXFP1 antag
Cc1ccc(-c2nonc2NC(=O)c2ccco2)cc1C
  A: -0.7; B: -25; C: 4; D: -9%; E: 6; F: 1; G: 1.0%; H: -4; I: -2
CCOc1ccc(-c2noc(CCC(=O)O)n2)cc1
  A: 0.1; B: 24; C: -3; D: 2%; E: -7; F: 3; G: -0.7%; H: .; I: 2
Cc1ccc(/C=N/Nc2nnc(Cl)c3ccccc23)cc1
  A: -0.7; B: 19; C: -11; D: -19%; E: -16; F: 2; G: 5.5%; H: -1; I: -2
C[C@H](NC(=O)c1ccccc1)C(=O)N1CCC2(CC1)NCCc1[nH]cnc12
  A: 0.7; B: 4; C: 1; D: 6%; E: 4; F: 2; G: -0.3%; H: 0; I: -33
O=C(O)C1CCN(C(=O)CCc2ccccc2)CC1
  A: 0.5; B: 0; C: -2; D: -5%; E: -3; F: 6; G: 1.5%; H: 2; I: 17
COC(=O)CSc1nc(Cc2ccccc2)nc2ccccc12
  A: -1.3; B: 16; C: 4; D: ?; E: 22; F: 1; G: ?; H: -1; I: 1
Cc1ccc(S(=O)(=O)N(C)CCCC(=O)n2nc(C)cc2C)cc1
  A: 0.3; B: 2; C: 1; D: -15%; E: 2; F: 6; G: -0.4%; H: 3; I: -12
c1ccc(CCc2nc(-c3ccncc3)no2)cc1
  A: 0.0; B: -8; C: 8; D: -11%; E: -6; F: 4; G: 2.3%; H: 0; I: 0
Nc1c(C(=O)Nc2ccccc2)sc2ncc([N+](=O)[O-])cc12
  A: -0.1; B: -23; C: 16; D: 2%; E: -4; F: 8; G: 1.4%; H: -9; I: -17
O=C(O)[C@H]1CCCN1S(=O)(=O)c1cccc2cccnc12
  A: 0.5; B: -3; C: 0; D: .; E: -4; F: 2; G: 2.8%; H: -4; I: .
CCN(CC(=O)Nc1cc(OC)ccc1OC)Cc1nc2ccccc2c(=O)[nH]1
  A: 0.2; B: -39*; C: 5; D: -9%; E: 9; F: 1; G: 2.7%; H: -3; I: -12
CN(C)c1ccc(C2CC(c3c(O)n(C4CCCCC4)c(=O)[nH]c3=O)=Nc3ccccc3S2)cc1 (stereo not drawn)
  A: 0.1; B: -4; C: 0; D: -8%; E: 4; F: 0; G: -6.1%; H: 1; I: -4
Cc1ccc(S(=O)(=O)N2CCN(C(=O)c3ccccn3)CC2)c(C)c1
  A: -0.2; B: -4; C: 1; D: -6%; E: -2; F: 2; G: 3.6%; H: -4; I: -4
COc1cccc(-c2nn(C)c3sc(C(=O)NCCc4cccc(C)c4)cc23)c1
  A: 5.5; B: -11; C: 3; D: 387%[activator]; E: -9; F: 46*; G: 9.4%; H: 15; I: -7
CSc1cccc(NC(=O)c2[nH]c(C)c(C(C)=O)c2C)c1
  A: -0.9; B: -9; C: -5; D: 1%; E: 5; F: 29; G: 5.2%; H: -6; I: -18
O=C(O)c1ccc(CN2C(=O)c3cccc4c([N+](=O)[O-])ccc(c34)C2=O)cc1
  A: 12; B: 2; C: -12; D: -5%; E: -6; F: 34*; G: 7.7%; H: -2; I: -3
O=C(C1CCCC1)N1CCC(CC2CC(c3cccc(Br)c3)=NO2)(C(=O)NCC2CCCCC2)CC1 (stereo not drawn)
  A: -0.1; B: -6; C: 3; D: 0%; E: 6; F: 3; G: 0.3%; H: 0; I: .
COC(=O)CN1C(=O)C(O)(c2c(C)[nH]c3ccccc23)c2ccccc21 (stereo not drawn)
  A: 0.3; B: -4; C: -3; D: -7%; E: 20; F: 11; G: 0.3%; H: -8; I: -5
CC(C)n1c(-c2ccc(C(C)(C)C)cc2)n[nH]c1=S
  A: -0.1; B: -8; C: 11; D: ?; E: 1; F: 9; G: 3.3%; H: -4; I: -29
